NR2E3 ag-1: inhibitors of NR2E3-RetCOR corepressor binding, primary screen, NR2E3 agonist project, biochemical, TR-FRET, GST-NR2E3, biotin-RetCOR. AID 2300, 2010. inhibition of corepressor binding, % at 4.78 µM. 1536-well. Photoreceptor-specific nuclear receptor (Homo sapiens), Q9Y5X4. actives 0.12% (n = 320,000);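 active = percent inhibition above the cutoff of mean plus 3 SD of all tested compounds, set per screening campaign, cut at about 20% in these data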;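 note: 0% = DMSO wells and 100% = biotin wells as full block of FRET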
Target sequence (Q9Y5X4 whole entry, looked up): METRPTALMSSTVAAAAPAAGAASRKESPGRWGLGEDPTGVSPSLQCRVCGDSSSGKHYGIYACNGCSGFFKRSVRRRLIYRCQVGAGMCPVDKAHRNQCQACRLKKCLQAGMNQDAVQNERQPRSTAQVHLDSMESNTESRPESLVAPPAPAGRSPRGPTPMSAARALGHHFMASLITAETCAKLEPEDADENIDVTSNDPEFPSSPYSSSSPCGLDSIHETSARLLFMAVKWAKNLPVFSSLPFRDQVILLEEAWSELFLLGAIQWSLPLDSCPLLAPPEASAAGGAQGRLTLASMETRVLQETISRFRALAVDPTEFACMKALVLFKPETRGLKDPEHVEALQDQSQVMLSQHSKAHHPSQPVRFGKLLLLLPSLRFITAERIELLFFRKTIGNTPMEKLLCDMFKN
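Material: NR2E3–RetCOR corepressor complex / Amount: 1.35 nM GST-NR2E3 / Medium: Tris pH 7.5 / Compound: single nominal compound dose of 4.8 µM / Incubation: 5 h at 4 °C / Technique: TR-FRET, Eu(K)-anti-GST donor, streptavidin-D2 acceptor, ex 340, em 617/671 nm / Read-out basis: percent loss of FRET ratio relative to control wells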
iPSC survival up: enhancers of single-cell hiPSC survival, primary screen, ATPlite luminescence; 100% = ROCK inhibitor wells, 0% = DMSO; survival enhancement, % at 20 µM; actives 0.044% (n = 360,000); AID 602274, 2012; in the data active = survival enhancement above about 18%;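 note: cells exposed to compounds for 16 hours before the ATP read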
HIF-2a block: HIF-2a reporter inhibitors, primary screen, luminescence, 786-0 RCC cells | AID 624352, 2012 | inhibition, % at 18.8 µM | 786-0 RCC cells HIF-2a reporter, luciferase luminescence, overnight | actives 0.72% (n = 360,000);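 active = inhibition of the luminescence signal of 40% or more relative to plate controls, in a single-dose primary screen at 18.75 µM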
TRPM1 prom inh: inhibitors of MITF-dependent TRPM1 promoter reporter, primary screen, cell-based, SK-MEL-5, single point, luciferase; SK-MEL-5 TRPM1 promoter luciferase, 24 h; inhibition, % at 12.5 µM; actives 0.83% (n = 330,000);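 active = mean inhibition across replicates of 60% or more, whatever share of single replicates reaches that level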; note: values of inactives mirror those of a sister screen read the other way
TRAIL sens C8: viability loss with TRAIL in NB7+C8 cells, primary screen, TRAIL sensitizer project, cell-based, ATPlite luminescence. AID 624354, 2012. actives 1% (n = 360,000). inhibition (viability loss, TRAIL sensitization), % at 10 µM;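 active = compounds causing at least 50% loss of cell viability in the single-dose screen, relative to plate controls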
LMP1 NFkB inh: EBV LMP1-driven NF-kappaB luciferase reporter inhibitors, primary screen, cell-based, luminescence, single point. LMP1-induced NF-kappaB luciferase reporter cells. inhibition, % at 12.5 µM. actives 0.69% (n = 350,000). AID 504558, 2011; in the data active = inhibition above about 41%;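 note: 0% = neutral control wells and 100% = reference inhibitor control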
KKLEB cytotox: cytotoxicity in KKLEB CF airway cells, primary screen, cytotoxicity control for CF NF-kB inhibitor project, cell-based, uHTS, fluorescence assay plates. activity change (cytotoxicity), % at 5 µM. KKLEB CF airway cells viability, ATPlite luminescence, overnight; hits give low values; cells stimulated with P. aeruginosa culture filtrate. actives 0.36% (n = 360,000). AID 602141, 2011;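 active = corrected activity change at or below -50% at 5 µM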
Peg3 prom inh: Peg3 promoter-driven luciferase inhibitors, primary screen, cell-based, HeLa, luciferase luminescence. HeLa PEG-Prom luciferase reporter, overnight. inhibition, % at 20 µM. actives 1.7% (n = 360,000). AID 588405, 2011;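 active = inhibition of at least 50% at 20 µM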
NR2E3 ag-2: NR2E3 agonists in two-hybrid cells, primary screen, cell-based, luminescence, CHO-S, Gal4-NCOR/VP16-NR2E3. Photoreceptor-specific nuclear receptor (Homo sapiens), Q9Y5X4. luciferase. inhibition of corepressor binding, % at 3.98 µM. actives 0.35% (n = 360,000). AID 602229, 2012;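 active = inhibition above the mean of all tested compounds plus 3 SD, cut at about 70% in these data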;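 note: 0% = DMSO with NR2E3 transfected cells and 100% = cells lacking NR2E3 construct; higher means lower luciferase signal from less NR2E3 corepressor binding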
CF NFkB block: inhibitors of PAF-induced NF-kB signaling, primary screen, cell-based, GFP fluorescence, uHTS; KKLEB NF-kB-GFP reporter, GFP fluorescence overnight; inhibition, % at 5 µM; actives 0.86% (n = 360,000);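 active = at least 50% inhibition at 5 µM, scaled per plate between neutral and stimulator controls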;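 note: PAF is a Pseudomonas aeruginosa culture filtrate used as stimulus; plate controls were PAF-stimulated DMSO wells for no effect and unstimulated DMSO wells for full effect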
Shn3 inh set2: reduction of Shn3 3'UTR firefly luciferase signal, primary screen, Schnurri-3 inhibitor project, cell-based, Clone20 osteoblasts, set 2; actives 0.52% (n = 360,000); Clone20 osteoblast Shn3 3'UTR firefly luciferase, 24 h; inhibition, % at 12.5 µM;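 active = mean inhibition of at least 75% with every replicate also reaching 75%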;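 note: 0% = median of neutral control wells and 100% = pilot-screen positive control compound; some compounds past the cut are filed as inactive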
* marks the source's active call; other numbers are inactive results; x = no result given; & = joins results of further samples; ! = a repeat was not active. A portion of the library. The share of hits here may be higher or lower than overall.

SMILES	NR2E3 ag-1	iPSC survival up	HIF-2a block	TRPM1 prom inh	TRAIL sens C8	LMP1 NFkB inh	KKLEB cytotox	Peg3 prom inh	NR2E3 ag-2	CF NFkB block	Shn3 inh set2
COc1ccc(OC)c2[nH]c(=O)c(CCNC(=O)c3ccc(S(=O)(=O)N4CCCCC4)cc3)cc12	2	-2.8	29	2	-4	5	-3	26	-1	0	-12
O=C(NCc1cccs1)c1ccc2c(c1)ncn2C1CCCC1	1	-0.3	-170	-65	2	-16	-8	-74	-50	3	-26
COc1ccc2[nH]c(C(=O)N3CCN(c4ccccc4F)CC3)c(C)c2c1	-2	-0.7	-27	2	-18	-5	1	-11	13	16	-8
C=CCn1c(SCC(=O)Nc2cccnc2Cl)nnc1-c1ccc(Cl)cc1	-1	0.8	20	12	12	-14	12	19	-15	-16	20
Cc1cccc(NC(=S)N2CCN(S(C)(=O)=O)CC2)c1	7	-0.3	1	4	4	4	20	2	-8	-10	16
COc1ccc(CCNC(=O)c2n[nH]c(=O)c3ccccc23)cc1	2	1.1	0	1	-10	-3	-5	2	-34	2	4
COc1cc(NS(=O)(=O)c2c(C)oc3c(F)c(F)c(F)c(F)c23)cc(OC)c1OC	-3	-0.3	16	13	-12	7	-4	27	15	12	15
NS(=O)(=O)c1cccc(NC(=O)COC(=O)Cc2n[nH]c(=O)c3ccccc23)c1	-1	0.4	12	-1	-11	-2	-26	7	-1	25	-11
CC(=O)Oc1ccc(C(=O)OCC(=O)c2c(N)n(C)c(=O)n(C)c2=O)cc1OC(C)=O	1	0.0	14	2	4	4	0	2	-11	-14	-30
CN(CC(=O)N1CCN(c2ccccn2)CC1)S(=O)(=O)c1ccccc1	3	-4.3	-89	-28	-2	-11	7	-76	-20	-12	-20
O=C(CN1C(=O)C2CCCCN2C(=O)c2ccccc21)Nc1ccc(F)cc1 (configuration not stated)	1	-1.5	8	6	-4	7	-5	6	6	-1	-3
CCOc1ncccc1C(=O)Nc1ccc(C)cn1	x	-0.2	-76	-8	15	-14	2	-45	-47	10	-3
CN(C)C(=O)CSc1ccc(S(=O)(=O)N2CCCC2)cn1	x	-0.4	7	8	-5	7	7	9	-7	-6	2
CC(=O)Nc1ccc(C(=O)OCC(=O)NC(=O)NC(C)(C)C)cc1	1	5.8	-4	6	-3	6	-6	-3	16	3	14
CC1=C/C(=N\Nc2ccccc2[N+](=O)[O-])CC(C)(C)C1	0	1.7	-11	7	-6	-3	5	-15	-15	4	-22
O=C(CN1C(=O)c2ccccc2C1=O)Nc1ccc(-c2nc3ccccc3o2)cc1	-1	4.8	-14	-8	13	-3	11	-17	-38	12	-4
Cc1ccc(COc2ccc(-c3nnco3)cc2)cc1	0	-0.1	-356	-75	4	-29	6	-386	-122	-7	-126
CCOC(=O)c1ccc(NC(=S)N2CCC(C(N)=O)(N3CCCCC3)CC2)cc1	3	-0.3	-1	-3	2	1	-5	6	-4	-20	5
Cc1cc(C(=O)C[N+]2(C)CCOCC2)c(C)n1-c1ccc(Br)cc1	2	1.2	15	1	-4	0	10	14	-7	10	-29
COC(=O)CNC(c1ccccc1)c1cc(C)ccc1NS(=O)(=O)c1ccc(C)cc1 (configuration not stated)	-3	-2.0	13	-5	-5	1	6	18	2	5	13
CNC(=O)C1C(=S)NC(N)=C(C#N)C1c1ccccc1 (configuration not stated)	-2	-1.8	-2	15	1	6	0	-4	-17	-19	37
CCN(CC(=O)Nc1c(F)cccc1F)C(=O)c1ccc(=O)n(C)n1	x	-0.4	7	3	-11	4	-5	-8	14	22	-8
Cc1cc2c(=O)oc(-c3ccc(F)cc3)nc2s1	1	-0.4	-45	-1	44	0	-8	-45	-6	34	19
CSc1nc(S(=O)(=O)c2ccc(C)cc2)c(Cl)s1	4	0.7	3	1	-41	-27	-1	13	-9	11	8
Cc1cc(N2CCOCC2)nc2ccc(NC(=O)CCC(=O)N3CCN(c4cccc(C(F)(F)F)c4)CC3)cc12	1	-0.6	-49	-2	-4	-4	3	-21	-42	4	43
Continued.
SMILES	NR2E3 ag-1	iPSC survival up	HIF-2a block	TRPM1 prom inh	TRAIL sens C8	LMP1 NFkB inh	KKLEB cytotox	Peg3 prom inh	NR2E3 ag-2	CF NFkB block	Shn3 inh set2
Cc1noc(C)c1CSCC(=O)OCC(=O)N1CC(=O)Nc2ccccc21	1	0.7	23	-9	-3	-3	11	18	-12	10	-3
O=C(CN(C(=O)c1csnn1)c1cccc(F)c1)NC1CCCC1	4	-0.7	5	4	-12	-6	1	-2	-6	-8	-21
CC(=O)Nc1cc(-c2cccc(C(=O)NCCN(C)C)c2)cn2c(-c3ccc(C(C)=O)cc3)cnc12	x	-4.1	26	x	2	x	-19	-5	-34	0	-24
CC(C)Cn1cc(C(=O)NCc2cccs2)c2c3ccccc3n(C)c2c1=O	5	-0.2	-1	-4	16	5	1	18	24	21	10
Cc1ccc2c(c1)NC(=O)C(CC(=O)NCc1ccc(F)cc1)O2 (configuration not stated)	-1	-1.8	2	-2	9	-8	-6	3	2	18	6
c1ccc(-n2nnnc2-n2nnc3ccccc32)cc1	1	2.4	6	13	0	1	0	4	6	-9	-7
CC(C)C[C@H]1CNC(=S)N1C[C@H]1CCCN1C[C@H](Cc1ccc(O)cc1)N1C[C@H](Cc2ccccc2)N(CC2CCCCC2)C1=S	x	-4.6	-13	x	7	x	-4	16	-5	-5	19
Cc1ccc(S(=O)(=O)c2nc(Nc3ccccc3)sc2Cl)cc1	x	2.2	19	4	24	-4	-9	20	4	13	27
CC(C)(C)C(=O)/C(C#N)=C/c1cccs1	0	-0.4	14	7	-7	-5	0	4	19	3	-15
Cc1noc(C)c1-c1nc(CS(=O)(=O)c2ccc(F)cc2)no1	1	0.4	8	x	-3	x	-1	2	-19	9	-8
COc1ccc(OC)c(C(=O)NC(CC(N)=O)c2ccc(N3CCC(N4CCCC4)CC3)c([N+](=O)[O-])c2)c1 (configuration not stated)	1	0.7	-5	-6	-7	8	5	-9	-16	-25	2
COc1ccc(/C=N/NC(=O)c2ccc(C)cc2)cc1CN1CCN(c2ccc(F)cc2)CC1	0	5.9	-23	-19	3	5	0	-32	-7	-7	5
CC(C)CCN(C(=O)c1ccccn1)c1c(N)n(Cc2ccccc2)c(=O)[nH]c1=O	x	2.4	7	0	-11	1	-3	0	9	-7	3
CC(=O)Nc1ccc(-c2csc(N/N=C\c3ccncc3)n2)cc1	2	1.0	-90	x	7	x	4	-22	-39	-29	-12
O=C(OC1CCOC1=O)c1ccc(Cl)c(S(=O)(=O)N2CCOCC2)c1 (configuration not stated)	3	-0.4	-6	3	31	1	-5	-2	-3	1	-22
COc1ccc(S(=O)(=O)N2CCc3ccccc32)cc1C(=O)OCc1c(C)noc1C	1	1.3	6	6	11	-4	-4	14	-15	16	23
CCc1nnc(NC(=O)[C@@H](NC(=O)c2ccc(OC)cc2)C(C)C)s1	-3	-0.3	-11	-4	3	-11	-3	-11	-15	-10	-17
Cc1cc(N2CCN(S(=O)(=O)Cc3ccccc3)CC2)n2ncnc2n1	3	2.3	21	9	2	2	2	8	-21	3	2
COC(=O)c1ccc(Sc2ccc(C)cc2)c(N)c1	2	5.8	-155	-35	1	-32	-13	-130	-2	-14	-57
Cc1ccc(S(=O)(=O)N2[C@@H](c3ccc(C(C)C)cc3)C(C(=O)O)=C[C@H]2C(C)(C)C)cc1	x	1.1	13	-5	-8	7	2	17	18	11	-24
COc1ccccc1CNC(=O)CN(C)Cc1ccc(SC)cc1	1	-0.3	16	-4	-6	-12	13	22	1	-3	25
C/C(=N/NC(=O)CNC(=O)c1ccncc1)c1ccc(Cl)cc1	1	0.4	18	-5	-4	1	2	11	-12	-5	-34
CC(C)CC1Nc2ncnc(N3CCN(c4ccccc4)CC3)c2N(Cc2ccccc2)C1=O (configuration not stated)	-1	23*!	7&-29	6	-15&-2	-17	7&-3	26&-38	-4&8	-3&-16	-4&20
O=C(c1ccc2c(c1)OCCO2)C1CCN(C(=O)c2ccc(F)c(F)c2)CC1	-2	-3.0	-2	18	-8	-3	8	-3	5	-2	14
COc1cc(/C=N/NC(=O)C(=O)NCC2CCCO2)cc(Cl)c1O (configuration not stated)	2	-0.9	6	1	6	3	-5	5	4	17	-7
Next structures follow.
SMILES	NR2E3 ag-1	iPSC survival up	HIF-2a block	TRPM1 prom inh	TRAIL sens C8	LMP1 NFkB inh	KKLEB cytotox	Peg3 prom inh	NR2E3 ag-2	CF NFkB block	Shn3 inh set2
CCOC(=O)c1ccc2[nH]c3c(c2c1)CCCC3NC=O (configuration not stated)	5	-0.5	-150	-35	1	-9	-3	-87	-10	-20	-27
O=C1[C@@H](Oc2ccccc2)[C@@H](c2ccccc2)N1c1ccccc1	x	2.6	11	-15	0	1	-7	8	-33	4	-5
COc1cccc(NC(=O)Cn2cc(C=O)c3ccccc32)c1	-3	-0.3	3	17	18	-1	-8	1	27	0	45
CCOc1cc(CNCC(C)C)cc(Cl)c1OCc1ccccc1	5	1.7	7	-18	5	-7	-3	9	18	8	21
CCCCCn1c(=S)[nH]c2cc(C(=O)N3CCCC3)ccc2c1=O	2	-0.7	6	1	13	3	2	2	3	-9	-13
NC(=O)CSC1=Nc2ccccc2C2=NC(CC(=O)NCc3cccs3)C(=O)N12 (configuration not stated)	0	0.9	2	11	-6	5	11	10	2	-16	-10
CCOC(=O)C1CCN(Cc2nc3ccc(Cl)cc3n2CCO)CC1	4	7.6	6	0	6	-3	10	-5	-7	-31	-1
CC(=O)c1ccc(N(CC(=O)NC2CCS(=O)(=O)C2)S(=O)(=O)c2ccc(C)cc2)cc1 (configuration not stated)	x	-1.1	6	3	0	-5	4	-12	2	11	6
Cc1onc(-c2ccccc2Cl)c1C(=O)NC1CCS(=O)(=O)C1 (configuration not stated)	1	1.5	-1	-5	-2	0	4	-4	-1	-5	5
O=C(Nc1nc2c(F)cc(F)cc2s1)c1ccco1	0	-0.3	-210	x	10	-8	4	-315	-131	-72	-56
CN(C)C(=O)c1cn(N(C)c2ncc(C(F)(F)F)cc2Cl)c(=O)c2ccccc12	2	-5.2	15	8	7	-5	0	12	8	-7	-8
Cc1ccc(-n2c(SCC(=O)Nc3cccc(S(=O)(=O)NC4=NCCCCC4)c3)nc3ccccc3c2=O)cc1	0	0.1	-4	-4	-12	-1	4	-8	-7	9	0

Bioassay records from PubChem BioAssay.
